High-throughput results from PubChem BioAssay.
ROCK2 inh – inhibitors of human ROCK2 kinase, primary screen, biochemical, high-throughput, luminescence | purified ROCK2, Kinase-Glo ATP depletion luminescence | inhibition, % at 6 µM | actives 0.35% (n = 60,000);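 active means inhibition above the screen-wide mean inhibition plus 3 SD, cut at about 18% in these data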;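 further: plate controls were DMSO wells for no effect and Y-27632 control wells after no-enzyme background subtraction for full effect; many of its hits are not listed in these tables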
Cdc25B block – inhibitors of Cdc25B phosphatase catalytic domain, primary screen, biochemical, OMFP fluorescence; inhibition, %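 (compounds tested at 10 µM final in the well)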; recombinant Cdc25B, OMFP fluorescence Ex485/Em525; actives 0.1% (n = 65,000); M-phase inducer phosphatase 2 (Homo sapiens), P30305; in the data active means inhibition above about 50%
Jurkat viability – cytotoxicity toward Jurkat T cells, primary screen, cytotoxicity control, cell-based, Jurkat E6.1, 60K MLSMR library. Jurkat E6.1 viability, ATP luminescence, 48 h. inhibition, % at 4 µM. actives 1.2% (n = 56,000);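 active means inhibition above the mean inhibition of all tested compounds plus 3 SD, cut at about 28% in these data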
DUSP1 inh – MKP-1 phosphatase inhibitors, primary screen, biochemical, in vitro; Dual specificity protein phosphatase 1 (Homo sapiens), P28562; recombinant MKP-1, OMFP hydrolysis fluorescence; inhibition, %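 (compounds tested at a single concentration somewhere between 10 and 100 µM)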; actives 0.15% (n = 65,000);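 active means inhibition above about 50%, limit read from the data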;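 further: 0% = DMSO max control wells and 100% = wells with enzyme stopped by NaOH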
Target sequence (P28562 whole entry, looked up): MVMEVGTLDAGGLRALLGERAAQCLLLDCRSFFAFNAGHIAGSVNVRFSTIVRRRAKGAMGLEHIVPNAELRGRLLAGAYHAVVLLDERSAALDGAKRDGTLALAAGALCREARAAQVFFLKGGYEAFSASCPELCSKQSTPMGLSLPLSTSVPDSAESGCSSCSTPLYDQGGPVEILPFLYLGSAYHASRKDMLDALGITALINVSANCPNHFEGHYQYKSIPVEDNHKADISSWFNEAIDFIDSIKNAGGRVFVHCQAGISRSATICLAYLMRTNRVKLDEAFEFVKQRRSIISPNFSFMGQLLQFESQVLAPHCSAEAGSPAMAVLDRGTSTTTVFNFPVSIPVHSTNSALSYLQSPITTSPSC
HEK293 NFkB inh – inhibitors of PMA/ionomycin-induced NF-kB reporter, primary screen, antigen receptor NF-kB inhibitor project, cell-based, HEK-293 luciferase reporter, luminescence; HEK-293 NF-kB luciferase reporter; AID 465, 2006; actives 0.21% (n = 62,000); inhibition, % at 3 µM;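 active means inhibition above the mean of all tested compounds plus 3 SD, cut at about 40% in these data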;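 further: 0% = stimulated DMSO wells and 100% = 10 µM reference inhibitor 5653914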
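Material: HEK-293 cells with stable firefly luciferase reporter driven by four HIV NF-kB elements / Also added: PMA plus ionomycin mix as NF-kB-activating stimulus / Compound dosing: 3 µM once, 0.30% DMSO / Times: 1 h pretreatment, 16 h stimulation, 37 °C / Signal: luminescence / Evaluation: per-plate % inhibition versus controls / Benchmarks: DMSO and 10 µM reference inhibitor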
MMP13 inh – human MMP13 inhibitors, primary screen, biochemical, FRET peptide cleavage; MMP-13 fTHP FRET cleavage, Mca fluorescence; inhibition, % at 4 µM; actives 0.07% (n = 65,000); AID 570, 2006;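 active means inhibition above the mean of compound-free control plate wells plus 3 SD, cut at about 14% in these data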;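 further: 0% = DMSO wells and 100% = wells with reference MMP-13 inhibitor after basal subtraction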
TNAP act mid DEA – human TNAP enzyme activators, primary screen, biochemical, luminescent, intermediate phosphate acceptor level | Alkaline phosphatase, tissue-nonspecific isozyme (Homo sapiens), P05186 | purified TNAP, CDP-star luminescence, 100 mM DEA, 30 min; active compounds read high; scale: 0 levamisole-inhibited, 1 vehicle-only enzyme | activation factor at 20 µM | 64,000 tested, under 10 active;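 active means activation factor of at least 2 at 20 µM, relative to controls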
Target sequence (P05186 whole entry, looked up): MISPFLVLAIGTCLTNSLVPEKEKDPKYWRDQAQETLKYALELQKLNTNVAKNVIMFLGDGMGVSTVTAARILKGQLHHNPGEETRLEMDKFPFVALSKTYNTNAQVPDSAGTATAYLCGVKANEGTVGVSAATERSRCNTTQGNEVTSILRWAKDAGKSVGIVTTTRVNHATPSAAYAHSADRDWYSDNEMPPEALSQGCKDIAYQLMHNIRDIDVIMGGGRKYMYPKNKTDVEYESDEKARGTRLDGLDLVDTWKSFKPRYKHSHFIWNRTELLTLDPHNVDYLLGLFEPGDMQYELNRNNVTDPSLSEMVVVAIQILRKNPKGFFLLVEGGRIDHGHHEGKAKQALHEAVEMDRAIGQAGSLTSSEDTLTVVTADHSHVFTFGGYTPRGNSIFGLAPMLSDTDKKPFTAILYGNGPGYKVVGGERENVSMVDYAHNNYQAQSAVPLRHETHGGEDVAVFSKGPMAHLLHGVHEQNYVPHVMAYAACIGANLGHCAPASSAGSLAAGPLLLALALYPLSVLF
JNK3 blocker – JNK3 kinase activity inhibitors, primary screen, biochemical, human, purified enzyme | HTS | inhibition, % at 8 µM | actives 0.61% (n = 60,000) | AID 746, 2007; in the data active means inhibition above about 17%;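 further: 0% = DMSO and 100% = reference inhibitor; many of its hits are not listed in these tables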
PKA inh – inhibitors of human PKA kinase activity, primary screen, biochemical, ATP-depletion luminescence, Kemptide substrate; cAMP-dependent protein kinase catalytic subunit alpha (Homo sapiens), P17612; PKA Kemptide phosphorylation, Kinase-Glo ATP luminescence; inhibition, % at 6 µM; actives 0.1% (n = 65,000); AID 524, 2006;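 active means inhibition above the screen-wide mean inhibition plus 3 SD, cut at about 21% in these data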; further: many of its hits are not listed in these tables
* = called active by the depositor; . = not tested or not shown; [ ] = remark or other dose.

Field names – A = ROCK2 inh; B = Cdc25B block; C = Jurkat viability; D = DUSP1 inh; E = HEK293 NFkB inh; F = MMP13 inh; G = TNAP act mid DEA; H = JNK3 blocker; I = PKA inh
CCCCn1nc(NC(=O)c2cccs2)c2cc3cc(OC)ccc3nc21
  A = 4; B = -5; C = -1; D = -11; E = 8; F = -54[fluorescence artefact?]; G = 1; H = -5; I = 4
O=C(NCc1ccccn1)C1COc2ccccc2O1 (configuration not stated)
  A = -3; B = -6; C = -2; D = 7; E = 9; F = 5; G = 1; H = -5; I = 4
CC(=O)c1c(C)oc(C)c1CSCc1ccc(C(=O)O)o1
  A = -1; B = 2; C = -1; D = 18; E = 13; F = 3; G = 0.9; H = -4; I = -3
CCN(CC)CC(=O)c1c[nH]c2ccc(C)cc12
  A = -1; B = 1; C = 4; D = -17; E = 4; F = 7; G = 0.9; H = -7; I = -4
Cc1ccccc1OCC(O)Cn1c(NCc2ccco2)nc2c1c(=O)[nH]c(=O)n2C (configuration not stated)
  A = 2; B = 3; C = 2; D = 8; E = -5; F = 2; G = 0.9; H = -1; I = 6
COc1ccc(-c2nnc(SCC(=O)NC(=O)NCc3ccco3)o2)cc1
  A = .; B = -14; C = .; D = 8; E = 15; F = 5; G = 0.9; H = .; I = 1
COc1ccc(C2NC3=C(CCC3)C3(C#N)C4(N=C(N)C23C#N)OCCO4)cc1 (configuration not stated)
  A = 1; B = 2; C = 1; D = 4; E = 8; F = -18; G = 0.9; H = -11; I = 4
COc1ccc(-c2cnc(SCC(=O)Nc3cc(C)on3)n2Cc2ccco2)cc1
  A = .; B = -17; C = .; D = 1; E = 13; F = 3; G = 1; H = .; I = -2
C1CCN(c2nc(N3CCCCC3)nc(N3CCNCC3)n2)CC1
  A = 1; B = -6; C = 2; D = -12; E = 13; F = -4; G = 1; H = -3; I = 8
CS(=O)(=O)N1CCCC(C(=O)NCCc2ccc(Cl)cc2)C1 (configuration not stated)
  A = 4; B = -13; C = -2; D = -9; E = 13; F = 4; G = 0.9; H = 2; I = 8

Further records follow:
Field names – A = ROCK2 inh; B = Cdc25B block; C = Jurkat viability; D = DUSP1 inh; E = HEK293 NFkB inh; F = MMP13 inh; G = TNAP act mid DEA; H = JNK3 blocker; I = PKA inh
O=C(O)Cn1c(SC2CCCCC2)nc2ccccc21
  A = 0; B = -5; C = 2; D = -7; E = 12; F = 1; G = 1; H = -3; I = -3
CN(CC(=O)Nc1ccc2c(c1)OCCO2)S(=O)(=O)c1cccc2cccnc12
  A = -4; B = -1; C = 4; D = 4; E = 12; F = 7; G = 0.9; H = -2; I = 0
COC(=O)CSc1n[nH]c(-c2ccncc2)n1
  A = 5; B = 3; C = 6; D = -3; E = 5; F = -3; G = 0.9; H = 5; I = 4
CC1(C)CC2CC(C)(CN2C(=O)c2cc(-c3ccccc3O)on2)C1 (configuration not stated)
  A = 4; B = -5; C = 1; D = -6; E = 11; F = 2; G = 0.8; H = -4; I = 3
COCCn1c(COc2ccc(OC)cc2)nc2ccccc21
  A = 2; B = 1; C = 0; D = 5; E = 8; F = 4; G = 0.9; H = 9; I = 2
Fc1ccccc1N1CCN(CCCNc2ccc3nncn3n2)CC1
  A = 1; B = 6; C = 0; D = -3; E = -11; F = 0; G = 1; H = -1; I = 2
CN1C(=O)NC(NC(=O)C2CCCCC2)(C(F)(F)F)C1=O (configuration not stated)
  A = 6; B = -6; C = -2; D = 10; E = 10; F = -7; G = 0.9; H = 0; I = 9
Cc1ccc(C2N(c3ccc(F)cc3)C(=O)C3CCCN32)cc1 (configuration not stated)
  A = 5; B = -13; C = 2; D = 8; E = -5; F = 1; G = 0.9; H = 1; I = 9
O=C(CSc1nnc(-c2c[nH]c3ccccc23)o1)N1CCCCC1
  A = -1; B = -8; C = 4; D = 3; E = 16; F = -2; G = 0.9; H = 1; I = 9
CC(=O)c1cnc(Nc2nc(C)c3ccc(C)cc3n2)nc1C
  A = -2; B = 12; C = 5; D = 19; E = 8; F = -3; G = 1; H = -4; I = -3

New compounds follow
Field names – A = ROCK2 inh; B = Cdc25B block; C = Jurkat viability; D = DUSP1 inh; E = HEK293 NFkB inh; F = MMP13 inh; G = TNAP act mid DEA; H = JNK3 blocker; I = PKA inh
CC(=O)CCc1c(C)[nH]c2ccc(NC(C)=O)cc2c1=O
  A = 4; B = -12; C = 0; D = -3; E = 2; F = -11; G = 1; H = -1; I = 8
CCN(CC)C(=O)Oc1ccccc1NC(C)=O
  A = 4; B = -6; C = 2; D = -6; E = 9; F = -3; G = 0.9; H = 7; I = 10
Cc1ccc(S(=O)(=O)Cn2cnnn2)cc1
  A = 0; B = 1; C = 0; D = 8; E = 9; F = -6; G = 1; H = 4; I = 4
Nc1cccc(C(=O)Nc2ccc(N)cc2Cl)c1
  A = 4; B = -7; C = -4; D = 3; E = -1; F = 5; G = 0.9; H = -1; I = 9
CCCCN(CC)CCNS(=O)(=O)c1ccc2c(c1)oc(=O)n2C
  A = -1; B = -4; C = 3; D = -5; E = 5; F = 0; G = 0.9; H = -12; I = 1
CC(C)(C)c1cc(CN2CCOCC2)c(C(=O)O)o1
  A = .; B = -7; C = .; D = 6; E = 18; F = 5; G = 1; H = .; I = 5
Cc1cccc(CNC(=O)c2ccccc2N)c1
  A = 2; B = -10; C = -4; D = -3; E = 1; F = -121[fluorescence artefact?]; G = 0.9; H = 1; I = 3
Cc1cccc(C)c1NC(=O)c1c(-c2ccccc2)noc1C
  A = 1; B = -12; C = -3; D = 7; E = 11; F = 2; G = 0.9; H = -1; I = 8
Clc1ccc2nc(N3CCCCC3)[nH]c2c1
  A = 2; B = -9; C = 6; D = -16; E = -40; F = 4; G = 0.9; H = 0; I = 0
COc1ccc(CCN(C)C(=O)C2CCCN(Cc3ccc(OC)c(OC)c3)C2)cc1OC (configuration not stated)
  A = -4; B = -21; C = 2; D = 2; E = 18; F = -3; G = 1; H = 4; I = 3

The list goes on, overlapping the part above by 2 compounds.
Field names – A = ROCK2 inh; B = Cdc25B block; C = Jurkat viability; D = DUSP1 inh; E = HEK293 NFkB inh; F = MMP13 inh; G = TNAP act mid DEA; H = JNK3 blocker; I = PKA inh
Clc1ccc2nc(N3CCCCC3)[nH]c2c1
  A = 2; B = -9; C = 6; D = -16; E = -40; F = 4; G = 0.9; H = 0; I = 0
COc1ccc(CCN(C)C(=O)C2CCCN(Cc3ccc(OC)c(OC)c3)C2)cc1OC (configuration not stated)
  A = -4; B = -21; C = 2; D = 2; E = 18; F = -3; G = 1; H = 4; I = 3
O=C(Nc1cccc(C(=O)N2CCOCC2)c1)c1cncc(Br)c1
  A = 3; B = -5; C = -3; D = 12; E = -8; F = -9; G = 1; H = 5; I = 3
O=C(COC(=O)Cc1cccc(C(F)(F)F)c1)NCC1CCCO1 (configuration not stated)
  A = .; B = -1; C = .; D = 3; E = 7; F = 1; G = 0.8; H = .; I = 8
O=C(OCc1ccco1)c1ccc(S(=O)(=O)N2CCCCC2)cc1
  A = 8; B = -3; C = 2; D = 20; E = -2; F = 1; G = 1; H = 1; I = 13
O=C(OC(C(=O)NCc1ccc2c(c1)OCO2)c1ccc(Cl)cc1)c1ccco1 (configuration not stated)
  A = 0; B = -14; C = 0; D = -8; E = 18; F = -8; G = 1; H = 2; I = 1
C=CCOc1ccccc1CNn1nnnc1N
  A = 4; B = -6; C = 4; D = -8; E = 5; F = 1; G = 0.9; H = 3; I = 3
Cc1ccc(C)n1-n1c(C)nc2sc(-c3ccccc3)cc2c1=O
  A = 4; B = -3; C = 8; D = -13; E = -14; F = -6; G = 0.9; H = 4; I = 9
O=S(=O)(c1ccccc1)N1CCN(C2CCN(Cc3ccccc3)CC2)CC1
  A = -5; B = -20; C = 6; D = 6; E = 14; F = 4; G = 0.9; H = 0; I = -4
CC1(C)Cc2c(c(N3CCCCC3)[nH]c(=S)c2C#N)CS1
  A = 6; B = -32; C = .; D = -15; E = .; F = 2; G = 0.9; H = 4; I = 6
Cc1sc2nc(CN(CCc3ccccc3)C(=O)c3ccco3)[nH]c(=O)c2c1C
  A = -5; B = -5; C = 5; D = 42; E = 28; F = 2; G = 1; H = -3; I = -6
O=C(O)CSc1ccccn1
  A = -4; B = -12; C = 3; D = -25; E = -8; F = -3; G = 1; H = -7; I = 3

Already shown: entries from further up.
Field names – A = ROCK2 inh; B = Cdc25B block; C = Jurkat viability; D = DUSP1 inh; E = HEK293 NFkB inh; F = MMP13 inh; G = TNAP act mid DEA; H = JNK3 blocker; I = PKA inh
Cc1sc2nc(CN(CCc3ccccc3)C(=O)c3ccco3)[nH]c(=O)c2c1C
  A = -5; B = -5; C = 5; D = 42; E = 28; F = 2; G = 1; H = -3; I = -6
O=C(O)CSc1ccccn1
  A = -4; B = -12; C = 3; D = -25; E = -8; F = -3; G = 1; H = -7; I = 3

(cont.)
Field names – A = ROCK2 inh; B = Cdc25B block; C = Jurkat viability; D = DUSP1 inh; E = HEK293 NFkB inh; F = MMP13 inh; G = TNAP act mid DEA; H = JNK3 blocker; I = PKA inh
CCOC(=O)c1ccccc1NC(=O)CN1C(=O)CCS(=O)(=O)c2ccccc21
  A = .; B = -5; C = .; D = 11; E = 17; F = -5; G = 1; H = .; I = -1
COC(=O)[C@@H](NC(=O)N(C1CCCCC1)C1CCCCC1)C(C)C
  A = 7; B = -13; C = -3; D = 9; E = -4; F = 3; G = 0.9; H = 6; I = 3
Nc1nonc1N1CCCCC1
  A = -1; B = 3; C = -1; D = -17; E = -6; F = 0; G = 0.8; H = 0; I = 4
CN(C)c1ccc(-c2nn3c(-c4ccc(Cl)cc4Cl)nnc3s2)cc1
  A = -5; B = 7; C = 7; D = 5; E = 6; F = -8; G = 0.9; H = -1; I = -2
CCOC(=O)CSc1nc2c(c(-c3ccc(C)o3)c1C#N)CCCC2
  A = 5; B = -23; C = 0; D = 8; E = 7; F = -3; G = 0.9; H = 3; I = 9
O=C(CN1CCN(Cc2ccccc2)CC1)NC(=O)NC1CCCCC1
  A = 3; B = -3; C = -4; D = 37; E = 8; F = 3; G = 1; H = 0; I = -4
CCC(C)N1CC(O)=C(c2nc3ccccc3[nH]2)C1=N (configuration not stated)
  A = 5; B = -2; C = -4; D = 18; E = -6; F = 7; G = 1.4; H = -10; I = 11
CCn1c(N)c(C(=O)NCc2ccco2)sc1=S
  A = 8; B = -3; C = 3; D = -2; E = 8; F = -13; G = 1; H = -11; I = 8
Cc1cccc(N2CCCn3c2nc2c3c(=O)n(CCN3CCOCC3)c(=O)n2C)c1
  A = 4; B = -14; C = -7; D = 16; E = 18; F = 0; G = 0.9; H = -1; I = 4
O=C(C1CCN(S(=O)(=O)c2cnc[nH]2)CC1)N1CCc2ccccc2C1
  A = 5; B = -10; C = -7; D = -8; E = 18; F = 0; G = 0.9; H = -1; I = 6
CCOc1ccc(-c2noc(-c3cccnc3)n2)cc1OC
  A = 13; B = -4; C = -4; D = 29; E = -9; F = -2; G = 1.1; H = -6; I = 0
CC1=C(C(=O)Nc2ccccn2)C(c2ccc(N(C)C)cc2)n2ncnc2N1 (configuration not stated)
  A = 6; B = -11; C = 0; D = 30; E = -2; F = 5; G = 1; H = -4; I = 8
